Screens from PubChem BioAssay.
Tau fluor cs = counter-screen for tau fibril formation inhibitors | tau K18 P301L Alexa594 fluorescence, heparin fibrillization | Potency, µM (titrated, usually from 57.7 µM), for the others: at the highest dose activity change, negative = decrease | actives 0.93% (n = 280,000) | AID 1463; note: nearly all actives have a fitted effect of over 55% in size
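Human K18 P301L tau (15 uM unlabeled plus 0.24 uM Alexa 594-labeled, final) in 100 mM sodium acetate pH 7 was mixed with compound and 20 uM heparin and incubated 6 hr at 37 C.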
GLA spleen mod = inhibitors or activators of human alpha-galactosidase in spleen homogenate; P06280; human spleen homogenate, 4MU-alpha-Gal fluorescence, 40 min; Potency, µM (top dose mostly 80 µM), without a hit: top-dose activity change, negative = inhibition, hits mostly inhibitors; actives 0.008% (n = 240,000); AID 2107;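 note: 0% = enzyme with vehicle and -100% = no enzyme basal signal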
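Human spleen homogenate (1 ug) was the enzyme source, with 4-methylumbelliferyl-alpha-D-galactopyranoside (1 mM final) in pH 5.0 citrate buffer with 0.01% Tween-20. Compounds were titrated; after 40 min at 37C, NaOH/glycine stop, 4-MU fluorescence read; AC50 from Hill fits.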
TR SRC2 fluor cs = alters Texas Red total fluorescence, flagging assay interference | TRb/SRC2 Texas Red total fluorescence interference | Potency, µM (titrated, usually from 106 µM), for inactives: at the highest dose fluorescence change, negative = quenching | actives 0.29% (n = 280,000) | AID 1479; active = well fitted curve in either direction with a large enough effect; inconclusive = small, poorly fitted or top-dose-only effect
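Flags fluorescent or light-absorbing compounds by total fluorescence, S + 2P, at 555 nm excitation and 632 nm emission. Mixture: 20 nM Texas Red SRC2 peptide, 0.6 uM human TRb LBD, 1 uM T3, 5% DMSO; compound exposure 5 h at ambient temperature.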
L3MBTL1 block = L3MBTL1 (human) inhibition; Potency, µM (top dose mostly 57.1 µM), inactives show at the top dose activity, negative = inhibition, hits mostly inhibitors; actives 0.66% (n = 230,000); AlphaScreen L3MBTL1–H3K9me1 peptide binding; note: nearly all actives have a fitted effect of over 60% in size
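L3MBTL1 (50 nM) pre-complexed 30 min with biotinylated H3(1-15)K9me1 peptide (75 nM), then compounds added for 30 min at room temperature; AlphaScreen streptavidin donor/nickel chelate acceptor beads (10 ug/mL final) read after 30 min dark incubation.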
Tau fibril FP = blocks human tau fibril formation measured by polarization. actives 0.39% (n = 280,000). P10636. K18 P301L tau heparin fibrillization, Alexa594 FP, 6 h. Potency, µM (titrated, usually from 57.7 µM), for the others: at the highest dose activity, negative = inhibition, most hits filed as inhibitors; note: nearly all actives have a fitted effect of over 55% in size
Target sequence (P10636 561-689 P618L limits assumed): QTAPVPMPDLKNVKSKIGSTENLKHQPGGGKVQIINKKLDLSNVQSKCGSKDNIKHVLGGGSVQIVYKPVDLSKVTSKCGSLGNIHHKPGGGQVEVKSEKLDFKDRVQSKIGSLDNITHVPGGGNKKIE
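Read-out: fluorescence polarization of Alexa 594-labeled tau (0.24 uM), 555 nm excitation, 632 nm emission. Mixtures held 15 uM unlabeled K18 P301L, compound and 20 uM heparin, pH 7 acetate buffer, incubated 6 hr at 37 C.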
TRb SRC2 PPI = disrupts binding of human TR beta to SRC2; TRbeta-SRC2 peptide binding, fluorescence polarization; receptor liganded with 1 µM T3; Potency, µM (titrated, usually from 106 µM), inactives show at the top dose activity change, negative = inhibition, usual class: inhibitors; actives 0.065% (n = 280,000);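 note: plate controls were bound peptide for no effect and peptide without receptor for full effect; nearly all actives have a fitted effect of over 50% in size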
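Each compound concentration gave % activity, normalized to unbound and bound Texas Red SRC2 controls, from polarization read after 5 hr ambient incubation with T3-loaded human TRb LBD.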
ALDH1A1 inh = blocks purified human ALDH1A1 activity | Potency, µM (highest dose often 75.3 µM), without a hit: at the top dose activity, negative = inhibition, most hits filed as inhibitors | actives 7.3% (n = 220,000) | Purified ALDH1A1, NADH fluorescence, propionaldehyde substrate; active = well fitted inhibition curve with a large enough effect, not every such curve was filed as active; inconclusive = small, poorly fitted or top-dose-only effect, or another doubt; inactive = no such curve, though single readings can be large or run the other way;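 note: plate controls were no enzyme wells and a reference inhibitor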
Target sequence (P00352 whole entry, looked up): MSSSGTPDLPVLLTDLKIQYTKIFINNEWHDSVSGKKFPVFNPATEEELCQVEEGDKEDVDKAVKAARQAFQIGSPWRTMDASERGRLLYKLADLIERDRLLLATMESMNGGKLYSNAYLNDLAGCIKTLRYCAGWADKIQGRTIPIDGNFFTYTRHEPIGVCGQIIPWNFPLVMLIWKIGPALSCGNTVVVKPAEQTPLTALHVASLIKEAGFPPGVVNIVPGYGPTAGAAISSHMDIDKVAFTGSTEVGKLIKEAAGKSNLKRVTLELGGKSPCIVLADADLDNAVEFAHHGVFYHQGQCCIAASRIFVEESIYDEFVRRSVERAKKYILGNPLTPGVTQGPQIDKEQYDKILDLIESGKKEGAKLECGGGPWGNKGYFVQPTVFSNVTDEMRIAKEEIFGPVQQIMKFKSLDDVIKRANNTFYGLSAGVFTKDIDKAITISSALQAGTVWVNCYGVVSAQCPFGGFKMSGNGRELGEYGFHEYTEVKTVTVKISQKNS
Tau ThT inhib = tau fibrillization inhibition (ThT binding). P10636. recombinant tau K18 P301L (four-repeat tau fragment), heparin-induced fibrillization, ThT fluorescence. Potency, µM (doses to about 57.4 µM), for the others: top-dose activity, negative = inhibition, hits mostly inhibitors. actives 2.1% (n = 270,000); note: nearly all actives have a fitted effect of over 55% in size
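Heparin-induced (20 uM) aggregation of recombinant human K18 P301L tau, 15 uM unlabeled with 0.24 uM labeled, pH 7 acetate buffer, 6 hr at 37 C with compound. Fibrils quantified by 30 uM ThT fluorescence after 1 hr ambient incubation.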
Numbers without * were called inactive; ? = inconclusive; . = no result given; & = joins results of further samples. Unless noted, calls come from the whole dose curve; as a rule, active = well fitted curve in the direction sought with a large enough effect; inconclusive = small, poorly fitted or top-dose-only effect, or another doubt; inactive = no such curve, though single readings can be large; an effect the other way counts as inactive or inconclusive. Unless noted, % is set by controls: 0 for no effect and ±100 for the full control effect; potency is the fitted concentration of half-maximal effect.

SMILES | Tau fluor cs | GLA spleen mod | TR SRC2 fluor cs | L3MBTL1 block | Tau fibril FP | TRb SRC2 PPI | ALDH1A1 inh | Tau ThT inhib
CCS(=O)(=O)n1nc(C(=O)N2CCOCC2)nc1N | 0% | 18% | -2% | 6% | -1% | -25% | 2% | -5%
COc1ccc(OC)c(CCNC(=O)C(=O)Nc2ccc3nc4n(c(=O)c3c2)CCCCC4)c1 | -8% | 12% | 0% | . | -5% | 4% | . | .
COc1ccc(Cl)cc1C(=O)Nc1ccc(CN2CCCCC2)cc1 | -13% | 3% | 0% | 2% | -9% | -1% | -4% | -12%
Cc1cc(C)cc(NC(=O)c2cc(S(=O)(=O)N3CCCCC3)c[nH]2)c1 | -9% | . | -2% | . | -8% | 2% | . | -1%
CC(=O)N=c1sc(S(N)(=O)=O)nn1C | 8%&-9% | -3% | -1% | 4% | ? | 10% | -10% | 11%&1%
O=C(OCCN1C(=O)c2ccccc2C1=O)c1cc(=O)[nH]c2ccccc12 | -11% | 10% | -8% | . | -10% | 3% | ? | -5%
Cc1cc(C)n(CC(O)Cn2c3ccc(Br)cc3c3cc(Br)ccc32)c(=O)n1 (centres undefined) | -28% | -18% | 0% | . | -13% | 3% | -12% | -24%
COC(=O)c1[nH]c2cccc(C)c2c1NC(=O)CN1CCN(c2ccccc2OC)CC1 | -15% | 11% | -4% | -3% | 1% | 2% | 5% | -13%
COc1ccccc1N1CCN(S(=O)(=O)c2ccc(-c3coc(C)n3)cc2)CC1 | -11% | . | -18% | . | 14% | 0% | . | -10%
CCn1c(=O)n(CC(=O)Nc2cc(OC)ccc2OC)c(=O)c2ccccc21 | -2% | 3% | 1% | 1% | 2% | -1% | -2% | -6%
CC(C)(C)c1ccc(S(=O)(=O)N2CCN(Cc3noc(CCC(=O)N4CCCCC4)n3)CC2)cc1 | -2% | . | -1% | . | -1% | -3% | . | 0%
Cc1cc(C)cc(-n2c(SCC(=O)NCC3CCCO3)nc3c([nH]c4ccccc43)c2=O)c1 (centres undefined) | -10% | . | 0% | . | 4% | 5% | . | -15%
O=C(OCC1CC(c2ccccn2)=NO1)c1ccc(Br)cc1 (centres undefined) | -10% | 9% | -6% | -5% | 0% | 1% | -2% | -17%
O=S(=O)(c1ccc(NC(=S)NC2CCCC2)cc1)N1CCCC1 | -29% | 6% | -2% | 3% | -6% | -1% | 14µM* | 4%
CCOC(=O)c1cnn(CCOC(=O)c2ccccc2)c1NC(=O)c1ccccc1 | -2% | -4% | -3% | 13% | 8% | 3% | 3% | -2%
CCCCNCc1ccc(SC)cc1 | 1% | 3% | 4% | -2% | -4% | 0% | -1% | 12%
O=C1CCC(=O)N1c1ccc(NC2CCN(Cc3ccccc3)CC2)c([N+](=O)[O-])c1 | 1% | 0% | -3% | 27% | -1% | -1% | -1% | -8%
Cc1cc(Br)ccc1-n1[nH]c(C)c(C=Nc2cccc3nsnc23)c1=O | ? | -10% | -4% | . | ? | ? | -6% | 14µM*
CC(C)CN(C(=O)CN1CCN(S(=O)(=O)c2ccc3ccccc3c2)CC1)c1c(N)n(CC(C)C)c(=O)[nH]c1=O | -12% | -7% | -2% | 0% | -7% | 0% | 2% | -12%
COc1ccc(OC)c(-c2cn(S(=O)(=O)c3ccccc3)nc2N)c1 | -25% | 15% | -3% | . | -1% | -4% | ? | -6%
COc1ccccc1CNC(=O)CS(=O)Cc1nc(-c2ccc(OC)c(OC)c2)oc1C (centres undefined) | -19% | . | ? | . | -6% | -18% | . | -12%
O=C(COC(=O)c1ccc2ncsc2c1)NC(=O)NCc1ccccc1 | -15% | -5% | 2% | . | -1% | 7% | ? | 3%
NC1=NC[C@@H](Cc2ccc(O)cc2)N1CC1CCCCC1 | 18% | 2% | -1% | . | 6% | 4% | . | 12%
Cc1cc(OCC(O)CN2CCN(CCO)CC2)ccc1C(C)C (centres undefined) | 6% | -5% | 2% | -11% | 0% | -12% | -2% | 1%
COc1ccc(Oc2nc3ccccc3n(C)c2=O)cc1 | 5% | 7% | -2% | -2% | -1% | 0% | 4% | 5%
COc1ccccc1CC(=O)N(CCC#N)CCC#N | 1% | 0% | 0% | -6% | -1% | -9% | 4% | 0%
Cc1ccc(NC(=O)CCC(=O)NNC(=O)NC2CCCCC2)c(C)c1 | 5% | 2% | 0% | 11% | 2% | 2% | 1% | 1%
O=C(NC1CC(=O)N(c2cccc(F)c2)C1)C(c1ccccc1)c1ccccc1 (centres undefined) | -14% | . | 1% | . | -4% | 2% | . | -4%
CCOc1ccc(/C=C/c2nc(C#N)c(N3CCN(c4ccc(OC)cc4)CC3)o2)cc1 | -12% | . | 0% | . | 0% | -4% | . | -10%
COC(=O)c1ccc(C(/C=C/[C@@H](C)C(=O)N(C)C)NC(=O)OCc2ccccc2)cc1 (some centres undefined) | 1% | -3% | -4% | . | 14% | 6% | ? | 1%
COc1ccc(C/C(C)=N/NC(=O)c2ccc(Cl)cc2)cc1 | -9% | -9% | -3% | 8% | -5% | -5% | 7.1µM* | ?
O=C1CC(CC(=O)N/N=C/c2ccccc2[N+](=O)[O-])=NN1 | -15% | 1% | 0% | -12% | ? | 2% | ? | ?
CCOC(=O)C1=C(O)C(=O)N(c2ccc(S(N)(=O)=O)cc2)C1c1ccc([N+](=O)[O-])cc1 (centres undefined) | -10% | -5% | -4% | -5% | 0% | -11% | -2% | -12%
CCN1CCCC1Cn1c(-c2ccccc2)nc2c(NCCOC)nc(C)nc21 (centres undefined) | 4% | 7% | -5% | . | 1% | 0% | ? | 9%
CCN(c1ccccc1)S(=O)(=O)c1ccc(OCc2c(C)noc2C)cc1 | -13% | -11% | -4% | 7% | -2% | 3% | 2% | -10%
O=C(O)c1ccccc1C(=O)Nc1ccc(-n2nc(C(F)(F)F)cc2C(F)(F)F)cc1 | -8% | 5% | -4% | 2% | 2% | -7% | 10% | -1%
CCc1ccc(-n2c(=O)c3cccnc3n2CC(=O)NCc2ccccc2)cc1 | ? | . | -2% | . | -2% | 4% | . | -7%
COc1cc2nc(C(C)(C)C)oc(=O)c2cc1OC | -3% | 5% | 0% | -3% | 3% | 9% | . | -8%
COc1ccc(C(=O)NCC(c2cccs2)S(=O)(=O)c2cccs2)cc1 (centres undefined) | 0% | . | -1% | . | -5% | -5% | . | -2%
CCCCCNC(=O)c1cc(S(=O)(=O)N2CCCC2)ccc1F | -13% | 10% | -7% | 3% | -7% | 5% | -14% | -12%
O=C(CC1C(=O)CCCC1=O)c1ccccc1 | -27% | 4% | 0% | ? | ? | -6% | 8.9µM* | ?
Cc1ccc(S(=O)(=O)NCCn2c(C)cc3ccccc32)cc1 | -25% | -8% | 1% | -4% | 11% | -1% | -8% | -13%
CC(C)(C)c1cc[n+](C2=C([O-])c3ccccc3C(=O)/C2=N\S(=O)(=O)c2cccs2)cc1 | ? | 7% | -9% | -22% | -9% | 8% | . | 18µM*
CCCCCOc1ccc(NC(=O)C(=O)NCCC2=CCCCC2)cc1 | -9% | 1% | -1% | 1% | 1% | 4% | 4% | -17%
Cc1ccccc1CSc1nc2nc(C)c(Cc3ccccc3)c(C)n2n1 | -10% | . | -2% | . | -4% | -7% | . | -14%
N#Cc1c2c(c(N3CCN(c4ccccn4)CC3)n3c1nc1ccccc13)CCC2 | 0% | 2% | 0% | 3% | -6% | 4% | 7% | -9%
C=Cc1cccc(C)c1 | . | 3% | 0% | . | . | -1% | 6% | .
O=C(CSc1ccc(-c2ccc3c(c2)OCO3)nn1)Nc1nccs1 | -11% | 7% | 0% | . | -2% | 5% | 16% | -3%
NS(=O)(=O)c1ccc(Nc2nc3ccccc3nc2NS(=O)(=O)c2cccc([N+](=O)[O-])c2)cc1 | ? | 4% | -12% | ? | 8% | 2% | 7% | 11µM*
C/C(=N\Nc1ccc([N+](=O)[O-])cc1[N+](=O)[O-])C(C)C(C)C (centres undefined) | ? | -3% | 0% | ? | ? | -7% | ? | ?
CCCOC(=O)c1ccc(-c2c(C)noc2-c2ccc(OC)cc2O)o1 | ? | -19% | 1% | -13% | -9% | 2% | -6% | -8%
Cc1cc(Cl)ccc1NC(=O)COC(=O)c1nc2nccc(C)n2n1 | 4% | -5% | -1% | . | 1% | 4% | -7% | 7%
O=C(COC(=O)CNC(=O)c1ccccc1)Nc1ccccc1Cl | 12% | -17% | -1% | 5% | -1% | -1% | ? | 7%
CC(C)=CC(=O)Nc1ccccc1Br | 7% | -2% | 3% | -9% | 13% | 0% | 5% | 2%
